GSIS activator: GLuc luminescence reporter in INS-1E cells, primary screen for activators of glucose-dependent secretion of insulin. INS-1E GLuc reporter insulin secretion, 2-3 h. activation, % at 16.6 µM. actives 0.61% (n = 370,000). AID 743287, 2014;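 active = lowest replicate activation of at least 40%, so every replicate reaches that level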;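 also: 0% = median of neutral control wells and 100% = median of IBMX positive control wells; some compounds called inactive have numbers as strong as hits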
RAD54 inh: inhibitors of human RAD54 branch migration, primary screen, biochemical, fluorescence, single point; AID 602329, 2012; actives 0.14% (n = 360,000); inhibition, % at 10.4 µM; RAD54 Holliday junction branch migration, FAM/BHQ fluorescence;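 active = mean normalized replicate activity at least 40 and at least half of replicates scoring 40 or more; inconclusive = only one of the two criteria met; inactive = mean below 40 and under half of replicates reaching 40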;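 also: 0% = median of neutral control wells and 100% = median of positive control wells; inhibitors cause a drop in the FAM fluorescence signal; in these data hits start at about 50%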
DENV2 CPE: inhibitors of DENV2 cytopathic effect, primary screen, cell-based, plate reader, single concentration. DENV2-infected cells, cytopathic effect rescue. CPE inhibition, % at 9.99 µM. actives 1.7% (n = 350,000). AID 651640, 2012; in the data active = CPE inhibition above about 20%, passing the limit was not always enough; inconclusive = no clear call, values can overlap the other calls; tested in BHK-21 cells;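 also: 0% = median of neutral control wells and 100% = median of positive control wells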
E-selectin induc: E-selectin induction in HUVECs, primary screen, imaging, HUVEC, immunofluorescence imaging, single point. P16581. normalized: neutral wells 0, TNF-alpha wells 100. activation, % at 7.58 µM. actives 0.37% (n = 260,000). AID 686992, 2013;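 active = mean E-selectin-positive cell signal at least 10% of the positive control, reached in at least 60% of replicates, without over 20% cell loss; inconclusive = no rule given, readout overlaps actives, possibly toxicity-flagged; inactive = the rest, including those meeting only one limit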;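 also: in these data hits start at about 27%; measured in HUVEC primary endothelial cells; signal is the percent of cells scored E-selectin positive by PE staining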
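Test system: HUVEC | Signal: Immunofluorescence imaging | Read-out: Percent E-selectin-positive cells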
CASP6 VEID inh: human caspase-6 inhibitors, primary screen, biochemical, VEID-R110 fluorescence, single point, set 2. P55212. purified caspase-6, Z-VEID-R110 cleavage fluorescence. inhibition, % at 12.5 µM. actives 0.53% (n = 350,000). AID 686996, 2013;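 active = mean inhibition across replicates at least about 35%, with every replicate also reaching that limit, limit read from the data; inconclusive = only one of the two criteria met; inactive = neither criterion met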;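 also: 0% = median of neutral control wells and 100% = no fluorescence left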
Target sequence (P55212 24-179 limits assumed): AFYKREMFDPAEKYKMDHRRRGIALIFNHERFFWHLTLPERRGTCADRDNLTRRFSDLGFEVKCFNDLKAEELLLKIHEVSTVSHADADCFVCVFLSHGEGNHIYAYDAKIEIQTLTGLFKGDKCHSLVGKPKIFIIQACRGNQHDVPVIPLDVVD
Target sequence (P55212 194-293 limits assumed): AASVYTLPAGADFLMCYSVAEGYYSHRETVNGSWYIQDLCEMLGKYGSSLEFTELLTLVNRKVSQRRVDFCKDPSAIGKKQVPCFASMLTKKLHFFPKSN
RAD52 inh: RAD52 DNA annealing inhibitors, primary screen, biochemical, FRET, single point, set 2; actives 0.46% (n = 360,000); DNA repair protein RAD52 homolog (Homo sapiens), P43351; AID 651710, 2012; recombinant RAD52 DNA annealing, FRET fluorescence; inhibition, % at 18.7 µM;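 active = every replicate showing at least 50% inhibition; inconclusive = mean inhibition at least 50% but not in every replicate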
Target sequence (P43351 whole entry, looked up): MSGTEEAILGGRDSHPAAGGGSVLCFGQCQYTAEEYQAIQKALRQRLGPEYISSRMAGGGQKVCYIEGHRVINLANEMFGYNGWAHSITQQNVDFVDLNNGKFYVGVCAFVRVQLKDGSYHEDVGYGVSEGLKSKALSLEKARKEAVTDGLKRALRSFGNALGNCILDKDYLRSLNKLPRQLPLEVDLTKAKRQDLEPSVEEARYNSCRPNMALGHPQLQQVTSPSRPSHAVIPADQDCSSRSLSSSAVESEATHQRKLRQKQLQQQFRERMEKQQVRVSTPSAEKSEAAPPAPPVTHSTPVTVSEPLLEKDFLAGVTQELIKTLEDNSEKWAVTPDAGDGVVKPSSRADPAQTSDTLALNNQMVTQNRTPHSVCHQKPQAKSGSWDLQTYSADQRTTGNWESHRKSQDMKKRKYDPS
Xi reactivation: activators of inactive X chromosome reactivation, primary screen, imaging, XiGFP fibroblasts, GFP high-content imaging, set 2 | XiGFP mouse fibroblasts, % GFP-positive cells imaging, 3 d; cells co-treated with 5-aza-dC sensitizer; scaled so ellipticine positive control = 100% | activation, % at 7.58 µM | actives 0.055% (n = 360,000);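 active = mean normalized replicate activation at least 10% and every replicate at or above 10%; inconclusive = only one of the two criteria met; inactive = mean below 10% and not all replicates reach 10%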;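 also: 0% = median of on-plate neutral control wells and 100% = ellipticine 6 µM median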
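System: 68-5-11 XiGFP fibroblast line; Timing: 3 days compound exposure; Compound dosing: one concentration, pinned; Benchmarks: positive control ellipticine, 6 µM final; Buffer or medium: DMEM containing 5-aza-dC.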
CFTR F508del cor: F508del CFTR correction, initial screen, CFBE line, single point; CFBE cells, YFP halide quenching; stimulated with forskolin plus potentiator P3; % fluorescence drop versus neutral controls; activity (quench increase), % at 7.58 µM; AID 720511, 2013; actives 0.36% (n = 350,000);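 active = mean added fluorescence quench of at least 8% versus neutral control, with both replicates also reaching 8%; inconclusive = only one of the mean or replicate conditions met; inactive = mean below 8% and not both replicates reaching 8%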;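 also: cells transiently co-express mutant CFTR-F508del with the halide-sensitive YFP; corrector assay measuring rescue of mutant channel to the surface after 24 h compound exposure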
The depositor's hits bear a star; i = inactive; ? = inconclusive; nt = no result given; & = joins results of further samples; ! = a repeat was not active. Compounds were not picked by outcome, and some 3.7% of all compounds hit somewhere here.

SMILES | GSIS activator | RAD54 inh | DENV2 CPE | E-selectin induc | CASP6 VEID inh | RAD52 inh | Xi reactivation | CFTR F508del cor
CCc1ccc(NC(=O)C2CCN(S(=O)(=O)c3cccs3)CC2)cc1 | -4 | 1 | 17 | 1.0 | -2 | -11 | 0.2 | 0.6
CC(C)[C@@H]1CC[C@@H](C)C[C@H]1O | 17 | -3 | -2 | 24 | -7 | -14 | 0.4 | -2.0
Cc1ccc(S(=O)(=O)Nc2ccc3c(c2)C(=O)N([C@@H](C)CO)C[C@H](C)[C@H](CN(C)S(=O)(=O)c2ccc(F)cc2)OCCCC[C@@H](C)O3)cc1 | 7 | 3 | 12 | -0.1 | 2 | -3 | -1.0 | 1.1
CCN(C(=O)COC(=O)c1ccccc1NCc1ccco1)c1c(N)n(Cc2ccccc2)c(=O)[nH]c1=O | -17 | -3 | 9 | -0.7 | 0 | -12 | 0.4 | -2.3
CC[N+](CC)(CCCCS(=O)(=O)[O-])CCNP1(=O)C=C(c2ccccc2)OC(c2ccccc2)=C1 | 6 | nt | -8 | nt | -4 | 3 | 0.0 | 1.0
COc1ccccc1CNC(=O)C[C@H]1CC[C@H](NC(=O)CC2CC2)[C@@H](CO)O1 | 13 | -3 | 5 | -0.4 | -2 | -7 | 0.4 | -1.4
CCOc1ccc(NC(=O)CSC2=NN3CCCC(=O)N=C3S2)cc1 | 13 | -15 | 10 | nt | 2 | 10 | 0.5 | -0.2
CC(=O)N(c1ccccc1)c1nc(/C=C/C(=O)O)cs1 | -5 | -4 | 6 | nt | 3 | -10 | 0.1 | 1.1
CC(=O)N1Cc2cc(C(=O)NCC(F)(F)F)nc(-c3cccc(-c4cccnc4)c3)c2[C@@H]1CCO | 1&0 | nt | ? | 1.7 | -1&5 | -2&-14 | 0.8&1.1 | 8.9*!
CCOc1ncccc1C(=O)N1CCN(S(=O)(=O)c2ccc3ccccc3c2)CC1 | -21 | nt | 3 | -0.1 | 3 | -4 | -0.2 | 0.2
C=CCN1CC(C)/C(=N\O)CC1C (stereo not given) | 1 | nt | 0 | 0.3 | 0 | -4 | 0.0 | -1.1
O=C(c1cc(O)c(O)c([N+](=O)[O-])c1)c1ccccc1F | nt | 4 | 5 | 0.0 | 31 | -11 | -0.1 | 2.1
CC(=O)N1CCN(S(=O)(=O)c2cccc(C(=O)NNC(=O)c3ccc(Br)cc3)c2)CC1 | 4 | -10 | 2 | -0.2 | -2 | 8 | 0.1 | 0.7
CC(C)C[C@H]1CN(CCCC[C@@H]2CNC(=O)C(=O)N2Cc2ccccc2)C(=O)C(=O)N1CCc1ccc(O)cc1 | -17 | nt | 9 | nt | 3 | -6 | -0.1 | -1.2
C[C@H](O)[C@@H]1C(=O)N2CCc3c([nH]c4ccccc34)[C@@H]2C[C@@H]1N(C)C(=O)Nc1ccccc1 | -3 | nt | 9 | 0.1 | 4 | -33 | 0.1 | -1.1
CCc1c(C)nc(N)n2c(SCC(=O)Nc3ccccc3OC)nnc12 | 14 | nt | nt | nt | 0 | -4 | nt | 1.1
COc1ccc(C(=O)CSc2nc3nn(-c4ccccc4)c(=O)c-3c3n2CCCCC3)c(OC)c1 | nt | 0 | -1 | nt | 1 | 10 | 0.1 | nt
O=C(Nc1nnc(-c2ccccc2)s1)c1ccccc1O | 11 | 7 | 11 | 0.0 | -2 | -11 | 0.2 | -1.4
CCCNC(=O)[C@@H]1[C@@H](CO)[C@@H]2Cn3c(ccc(/C=C/c4ccccc4)c3=O)[C@H]1N2C(=O)C1CCC1 | -4 | -20 | ? | 0.6 | 1 | -14 | -0.1 | 1.4
Cc1cc2nc(-c3cccc(Cl)c3)c(CC3CCCCC3)n2c(C)c1Br | 14 | nt | 98* | 0.0 | -1 | -14 | 0.0 | 2.6
COc1ccc(/C(O)=C2/C(=O)C(=O)N(CC3CCCO3)C2c2ccc(O)c(OC)c2)cc1 (stereo not given) | 8 | nt | 2 | nt | 2 | -10 | 0.0 | -3.0
CCNC(=O)C[C@H]1CC[C@@H]2[C@H](COC[C@H](O)CN2C(=O)Nc2ccc3c(c2)OCO3)O1 | 7 | 6 | 0 | 0.3 | -1 | -11 | 0.1 | 1.8
CCCCOc1ccccc1C1NC(=O)CCC1[N+](=O)[O-] (stereo not given) | 8 | 3 | 2 | nt | 0 | -14 | 1.3 | 1.5
O=C(/C=C/[C@H]1O[C@@H](n2ccc(=O)[nH]c2=O)[C@H](O)[C@@H]1O)NCc1ccccc1 | nt | 0 | -4 | -0.1 | 1 | -11 | 0.0 | 1.4
COc1ccc(OC)c(CN2CCN(C(=O)c3ccc(S(=O)(=O)N4CCCCCC4)cc3)CC2)c1 | -51 | 7 | 4 | 0.0 | 6 | -7 | 0.4 | 4.6

Record cards, as listed above.
`CCOc1ncccc1C(=O)N1CCN(S(=O)(=O)c2ccc3ccccc3c2)CC1` across the screens: GSIS activator: -21; RAD54 inh: nt; DENV2 CPE: 3; E-selectin induc: -0.1; CASP6 VEID inh: 3; RAD52 inh: -4; Xi reactivation: -0.2; CFTR F508del cor: 0.2
`COc1ccc(C(=O)CSc2nc3nn(-c4ccccc4)c(=O)c-3c3n2CCCCC3)c(OC)c1` across the screens: GSIS activator: nt; RAD54 inh: 0; DENV2 CPE: -1; E-selectin induc: nt; CASP6 VEID inh: 1; RAD52 inh: 10; Xi reactivation: 0.1; CFTR F508del cor: nt

Returning to the listing with the 3 entries that preceded the break.
SMILES | GSIS activator | RAD54 inh | DENV2 CPE | E-selectin induc | CASP6 VEID inh | RAD52 inh | Xi reactivation | CFTR F508del cor
CCCCOc1ccccc1C1NC(=O)CCC1[N+](=O)[O-] (stereo not given) | 8 | 3 | 2 | nt | 0 | -14 | 1.3 | 1.5
O=C(/C=C/[C@H]1O[C@@H](n2ccc(=O)[nH]c2=O)[C@H](O)[C@@H]1O)NCc1ccccc1 | nt | 0 | -4 | -0.1 | 1 | -11 | 0.0 | 1.4
COc1ccc(OC)c(CN2CCN(C(=O)c3ccc(S(=O)(=O)N4CCCCCC4)cc3)CC2)c1 | -51 | 7 | 4 | 0.0 | 6 | -7 | 0.4 | 4.6
Cc1cc(C)n(CC(=O)N/N=C/c2ccc([N+](=O)[O-])s2)n1 | -19 | nt | -6 | nt | 5 | -14 | 0.0 | 2.7
CC(=O)Nc1ccc(NC(=O)c2ccc(COc3ccccc3Br)o2)cc1 | -2 | -8 | 10 | -0.1 | -5 | -2 | 0.1 | 1.7
C[C@H]1CN([C@@H](C)CO)C(=O)c2cc(NS(=O)(=O)c3cn(C)cn3)ccc2O[C@@H]1CN(C)CC1CCCCC1 | 5 | 1 | 0 | 0.1 | 0 | -5 | -0.1 | -5.1
Cc1ccc(N(CC(=O)NCc2ccco2)C(=O)CNS(=O)(=O)c2ccc(F)cc2)c(C)c1 | -19 | -6 | 10 | nt | 5 | -2 | 0.5 | 0.0
CC1=C[C@@H](C)[C@@H](c2ccc(C(F)(F)F)cc2)OC1=O | nt | -8 | 0 | nt | -1 | -48 | 0.2 | -2.0
CNC[C@H]1Oc2ccc(NC(=O)Cn3cnnn3)cc2CC(=O)N([C@@H](C)CO)C[C@@H]1C | 28 | -8 | 10 | -3.8 | -1 | -18 | 0.6 | -1.2
CCOC(=O)Cn1c(=O)n(Cc2ccc(OC)cc2)c(=O)c2cccnc21 | 46* | -10 | 16 | nt | -1 | -14 | 0.1 | 3.0
CN1C(=O)c2cc(NC(=O)c3cscn3)ccc2OC[C@@H]2O[C@@H](CC(=O)NCc3ccc(Cl)c(Cl)c3)CC[C@H]21 | -7 | 6 | -4 | -0.1 | -1 | 6 | 0.0 | -0.9
CCN(CC)S(=O)(=O)c1ccc(C(=O)NC(C)(C)C)cc1 | 2 | 4 | -11 | 0.6 | -1 | -14 | 0.0 | -2.1
CC(C)(C)OC(=O)NCc1ccc(NC(=O)c2nc[nH]c2C(=O)NCCN(CCNC(=O)c2[nH]cnc2C(=O)Nc2ccc(CNC(=O)OC(C)(C)C)cc2)CCNC(=O)c2[nH]cnc2C(=O)Nc2ccc(CNC(=O)OC(C)(C)C)cc2)cc1 | nt | -6 | -10 | 0.5 | -1 | 0 | -0.1 | 1.2
COc1ccc(NC(=O)N2C[C@H](O)COC[C@@H]3O[C@H](CC(=O)N4CCN(C)CC4)CC[C@H]32)cc1 | 8 | 1 | -2 | 0.2 | 2 | -1 | 0.1 | 1.6
CN1/C(=C/C=C(C#N)C#N)C(C)(C)c2ccccc21 | 11 | -24 | 3 | 6.8 | -14 | i | 25* | -16
Cc1cc(C=C2C(=O)c3ccccc3C2=O)c(C)n1-c1cccc(C(=O)O)c1 | 3 | -6 | nt | nt | 9 | -76 | 0.1 | -1.3
COc1ccc(-n2c(NNC(C)=O)nc3sc4c(c3c2=O)CCCC4)cc1 | -1 | 1 | 2 | nt | 69* | -1 | 0.1 | 2.3
Cc1cc(C)c[n+](CC(=O)c2ccccc2)c1 | 6 | 9 | 14 | nt | -5 | -8 | 0.0 | -0.7
COc1cccc(NC(=O)Cn2c3ccc(OC)cc3c3nc4n(c(=O)c32)CCS4)c1 | 26 | 2 | 8 | nt | 0 | -18 | 0.0 | -2.4
Cc1nccn1CC1CCc2c(c3ccccc3n2C)C1=O (stereo not given) | nt | 6&-1 | -2&-6 | 0.0&1.3 | 1&-4 | 2&-3 | 0.0&-0.1 | -5.2&-1.8
CC(C)CNc1ncnc2c1ncn2[C@H]1CN(Cc2ccc(-c3ccccc3)cc2)C[C@@H](CO)O1 | -32 | -7 | -4 | -0.5 | 3 | 2 | 0.0 | -3.7
COc1ccc(CC(=O)OCC(=O)N2N=C(c3ccccc3)CC2c2ccc(OC)cc2)cc1 (stereo not given) | -25 | -9 | nt | -0.3 | nt | nt | 0.1 | nt
CC(C)N=c1cc2n(-c3ccc(Cl)cc3)c3ccccc3nc-2cc1Nc1ccc(Cl)cc1 | nt | -6 | -2 | -1.7 | 0 | -53 | 0.4 | -1.2
O=C(C[C@H]1CC[C@H]2[C@@H](COC[C@@H](O)CN2S(=O)(=O)c2ccc(Cl)cc2)O1)N[C@H]1CCN(Cc2ccccc2)C1 | 12 | 4 | ? | 0.0 | 1 | 15 | 0.0 | 1.1
N#Cc1cc(Sc2ccccn2)c([N+](=O)[O-])cc1C#N | 0 | -2 | 12 | 3.5 | 1 | -81 | 0.2 | 13*
C[C@H](CO)N1C[C@H](C)[C@H](CN(C)S(=O)(=O)c2ccccc2)OCCCC[C@H](C)Oc2ccc(NC(=O)CCC(F)(F)F)cc2C1=O | 6 | 2 | 0 | 0.1 | 0 | -28 | -0.2 | 1.3
C=CCn1c(SCC(=O)O)nc2sc(CC)cc2c1=O | 25 | nt | 4 | -0.1 | 3 | -9 | 0.0 | 0.3
